# Source: PubChem
# GSK3 alpha inh – human GSK-3 alpha kinase inhibition; actives 0.1% (n = 320,000); P49840; inhibition, % at 10 µM; ADP-Glo luminescence, 60 min;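 in the data active means inhibition above about 50%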;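 further: GST-tagged GSK-3 alpha with peptide substrate and 25 µM ATP; 0% = DMSO neutral wells and 100% = GW8510 positive control wells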
# Target sequence (P49840 whole entry, looked up): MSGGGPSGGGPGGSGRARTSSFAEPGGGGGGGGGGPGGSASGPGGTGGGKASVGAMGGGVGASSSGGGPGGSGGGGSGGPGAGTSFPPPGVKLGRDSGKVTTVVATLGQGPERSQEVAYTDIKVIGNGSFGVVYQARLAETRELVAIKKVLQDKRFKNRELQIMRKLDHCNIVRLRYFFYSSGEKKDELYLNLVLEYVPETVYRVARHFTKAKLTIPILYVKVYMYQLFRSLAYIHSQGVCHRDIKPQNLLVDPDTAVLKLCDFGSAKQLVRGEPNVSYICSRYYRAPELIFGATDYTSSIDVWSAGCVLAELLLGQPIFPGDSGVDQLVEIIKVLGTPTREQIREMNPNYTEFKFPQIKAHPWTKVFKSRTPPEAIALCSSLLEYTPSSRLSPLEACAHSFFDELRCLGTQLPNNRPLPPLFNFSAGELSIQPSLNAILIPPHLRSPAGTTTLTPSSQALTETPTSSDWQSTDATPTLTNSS
# AI-2 QS mod – modulates the Vibrio harveyi AI-2 quorum sensing system | activity change, % at 7.5 µM | actives 0.4% (n = 300,000) | AID 2094 | Vibrio harveyi JMH597 AI-2 luminescence/OD600 ratio, 9 h; active compounds read low; strain lacks LuxN and CqsS sensors; 0 = neutral-control median; in the data active means activity change below about -75%, passing the limit was not always enough; inconclusive means no clear call, values can overlap the other calls;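 further: luminescence divided by OD600 gain over 9 h not by final OD600 alone; inactives centre near 13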
# HDAC3 inh – inhibitors of human histone deacetylase 3. inhibition, % at 8.3 µM. AID 2718. recombinant HDAC3, fluorogenic peptide/trypsin coupled, fluorescence. actives 0.15% (n = 320,000). O15379; in the data active means inhibition above about 26%, passing the limit was not always enough; inconclusive means no clear call, values can overlap the other calls
# Target sequence (O15379 whole entry, looked up): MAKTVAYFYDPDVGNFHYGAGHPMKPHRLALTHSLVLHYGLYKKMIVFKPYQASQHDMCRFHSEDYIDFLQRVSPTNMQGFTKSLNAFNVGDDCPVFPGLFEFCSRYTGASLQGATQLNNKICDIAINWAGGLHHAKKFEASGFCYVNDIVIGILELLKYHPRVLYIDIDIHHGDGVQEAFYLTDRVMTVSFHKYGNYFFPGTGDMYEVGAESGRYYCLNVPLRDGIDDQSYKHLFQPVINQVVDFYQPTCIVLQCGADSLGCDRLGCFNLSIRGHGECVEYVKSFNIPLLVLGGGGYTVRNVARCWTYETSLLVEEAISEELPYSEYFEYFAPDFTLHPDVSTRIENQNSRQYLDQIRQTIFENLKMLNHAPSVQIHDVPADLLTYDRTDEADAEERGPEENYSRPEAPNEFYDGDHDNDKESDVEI
# HSF1 activator – increases HSF-1 driven luciferase reporter signal; NIH3T3-HGL HSF-1 luciferase reporter, MG132, 8 h; 100% = twice DMSO control signal; activation, % at 9 µM; actives 1.7% (n = 300,000); AID 504408;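 active means mean replicate activation of at least 50% with a set share of replicates each reaching 50%; inconclusive means only one of those two conditions met; inactive means mean below 50% and too few replicates reaching it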;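 further: 0% = median of the neutral control wells and 100% = twice that signal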
# HSP90 refold inh – blocks HSP90-mediated luciferase refolding in reticulocyte lysate; Rabbit reticulocyte lysate, luciferase refolding luminescence, 3 h; inhibition, % at 5.6 µM; actives 0.91% (n = 290,000);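 active means inhibition above the screen-wide mean plus 3 SD, computed separately per campaign, cut at about 16% in these data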;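 further: 0% = DMSO wells and 100% = 60 µM geldanamycin wells; inhibitors lower the luminescence because luciferase stays unfolded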
# PolyA inhibitor – blocks polyadenylation in yeast reporter cells; S. cerevisiae SKY197-pL101 polyadenylation reporter, beta-gal luminescence; efflux-impaired pdr1/pdr3 knockout yeast; score 100 = 6 SD above DMSO; calls only at 12 µM; actives 0.02% (n = 300,000); AID 1875;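 active means lowest replicate activity score at least 50, where 100 means six control SD above control mean; inconclusive means lowest score under 50 but half or more replicates reach 50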;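 further: yeast exposed to compound for 9 h at 30 °C; higher score means more reporter readthrough which indicates perturbed polyadenylation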
# DYRK1A inh – inhibitors of rat Dyrk1A kinase; ADP-Glo luminescence, NFATc1 peptide; inhibition, % at 12.5 µM; actives 0.43% (n = 310,000); AID 504441; in the data active means inhibition above about 50%;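 further: plate controls were vehicle with enzyme for no effect and no enzyme for full effect; many of its hits are not listed in these tables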
# Platelet DG rel – modulates dense granule release in human platelets; actives 0.22% (n = 300,000); AID 1663; inhibition, %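 (compounds screened at 7.5 µM in platelet-rich plasma)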; human platelet-rich plasma, SFLLRN dense granule ATP release, luminescence;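 active means mean replicate score, as percent of positive control, at or above 50; inconclusive means mean below 50 but at least one replicate at or above 50; inactive means mean and every replicate below 50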
# GSK3B inh – inhibitors of human GSK3beta kinase; activity score (negative = inhibition), % at 10 µM; P49841; AID 2097; actives 0.038% (n = 300,000); GST-GSK3beta kinase, ADP-Glo luminescence, 60 min; active compounds read low;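 active means more than half of replicate wells score below -50%, meaning over 50% inhibition versus plate controls; inconclusive means some replicates but at most half score below -50%; inactive means no replicate scores below -50%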;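 further: 0% = median DMSO wells and -100% = median GW8510 positive control wells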
#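 test system = GST-tagged human GSK3beta kinase, cell-free | reagent = 25 µM ATP with peptide substrate | dosing = one dose of 10 µM per compound | schedule = 60 min reaction, RT | detection = luminescent ADP-Glo measurement of ADP formed | control set = DMSO neutral wells and GW8510 at 20 µM as positive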
# HSF1 inh – HSF1 inhibition | actives 0.77% (n = 300,000) | NIH3T3-HGL HSE-luciferase, MG132-induced, luminescence 8 h; active compounds read low | activity change, negative = inhibition, % at 7.5 µM (by protocol);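 active means more than half of replicate wells show activity change below -50%, luminescence cut by over half; inconclusive means some wells, but at most half, below -50%; inactive means no replicate well below -50%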;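 further: luciferase reports HSF-1 transcriptional activity via heat shock element; 0% = median of DMSO wells and -100% = zero luminescence signal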
# * marks the source's active call; other numbers are inactive results; i = inactive; ? = inconclusive; . = no result given.
# The first 4 compounds as a preview:
entry	HSF1 inh	Platelet DG rel	AI-2 QS mod	PolyA inhibitor	HDAC3 inh	GSK3 alpha inh	DYRK1A inh	HSP90 refold inh	HSF1 activator	GSK3B inh	Compound
1	-1	2	29	i	-4	-2	41	5	-13	-4	Cc1ccc(C(=O)N2N=C(c3cccc(NS(C)(=O)=O)c3)CC2c2cccs2)cc1 (centres undefined)
2	-10	0	15	i	1	0	0	-1	-5	0	Cc1nc(N2CCN(c3ccccc3)CC2)nc2c1C(=O)CC(c1ccccc1)C2 (centres undefined)
3	6	-3	31	i	-2	3	-3	3	18	3	Cc1ccc2cc(CN(CC(C)C)S(=O)(=O)c3ccccc3)c(=O)[nH]c2c1
4	5	0	-4	i	0	-1	-1	3	-4	0	Cc1ccc(NC(=O)Nc2ccc3c(c2)N(C)C(=O)CS3)cc1C

# This part in full, repeating the preview:
entry	HSF1 inh	Platelet DG rel	AI-2 QS mod	PolyA inhibitor	HDAC3 inh	GSK3 alpha inh	DYRK1A inh	HSP90 refold inh	HSF1 activator	GSK3B inh	Compound
1	-1	2	29	i	-4	-2	41	5	-13	-4	Cc1ccc(C(=O)N2N=C(c3cccc(NS(C)(=O)=O)c3)CC2c2cccs2)cc1 (centres undefined)
2	-10	0	15	i	1	0	0	-1	-5	0	Cc1nc(N2CCN(c3ccccc3)CC2)nc2c1C(=O)CC(c1ccccc1)C2 (centres undefined)
3	6	-3	31	i	-2	3	-3	3	18	3	Cc1ccc2cc(CN(CC(C)C)S(=O)(=O)c3ccccc3)c(=O)[nH]c2c1
4	5	0	-4	i	0	-1	-1	3	-4	0	Cc1ccc(NC(=O)Nc2ccc3c(c2)N(C)C(=O)CS3)cc1C
5	-13	0	15	i	1	1	0	0	-22	1	CCN(CC)C(=O)N1CCN(C(=O)N(CC)CC)CC1
6	-12	3	31	i	6	13	10	-2	1	-8	OCc1nnc2c3ccccc3c(-c3ccccc3)nn12
7	3	5	12	i	-8	-5	1	0	-9	-2	CCn1c(CC(=O)Nc2cccc(OC)c2)nnc1SCC(=O)N1CCN(c2ccccc2)CC1
8	13	1	23	i	-5	2	-3	4	5	-4	Cc1ccc(C)c(CN2CCC(n3nccc3NC(=O)CCCc3ccccc3)CC2)c1
9	-2	-6	10	i	2	0	.	-1	-3	-1	CCOC(=O)c1cnc2c(c(C)nn2C)c1Oc1ccc(OC)cc1
10	2	-8	34	i	13	1	5	-1	19	0	CC(C)(C)OC(=O)n1cc(/C=N/NC(=O)c2ccco2)c2ccccc21
11	-4	2	15	i	10	-3	3	3	7	-2	CCOc1ccc(CN2CCN(Cc3cnc(N4CCOCC4)s3)CC2CCO)cc1 (centres undefined)
12	20	16	.	i	-9	1	3	3	41	.	NC(=O)c1sc2nc(-c3ccccc3)ccc2c1N
13	6	22	-7	i	5	-2	2	-1	31	0	CCc1ccccc1NC(=O)C1C(c2ccccc2)C1(Cl)Cl (centres undefined)
14	.	.	25	i	9	2	4	-4	.	1	Cc1ccc(Sc2ccc(N)cn2)cc1
15	1	-1	4	i	-5	-3	-3	-1	13	-1	Cc1ccccc1NC(=S)NC1CCN(Cc2ccccc2)CC1
16	1	-2	21	i	4	-2	-2	4	4	5	O=C(c1ccc([N+](=O)[O-])s1)N1CCc2ccccc2C1
17	-6	-1	22	i	6	5	3	0	-5	6	Cc1c(Cl)c([N+](=O)[O-])nn1CC(=O)NC1CCCCC1
18	-2	5	22	i	-2	-5	.	1	-10	1	Cc1ccc2nc(SCc3cn4c(C)cc(C)nc4n3)[nH]c2c1
19	-3	32	54	i	-10	4	12	2	6	-2	O=c1oc2ccccc2n1CCn1c2ccccc2c2nc3ccccc3nc21
20	-7	-2	-2	i	5	-2	1	2	0	-1	O=C(NCc1ccco1)/C(=C\c1cccs1)NC(=O)c1ccsc1
21	-12	11	6	i	-1	0	-2	5	-10	-1	COc1ccc(/C(=C\Nc2ccc(C)c(C)c2)C(C)=O)cc1OC
22	36	2	6	i	3	5	5	2	40	-5	C[N+](C)(C)c1ccc(/C=N/Nc2nc(Cl)c(C#N)c(Cl)c2Cl)cc1
23	-6	4	23	i	6	2	0	-2	2	0	COc1ccc(Cl)cc1S(=O)(=O)N1CCCC(C(=O)NCc2ccncc2)C1 (centres undefined)
24	6	-2	12	i	4	0	13	.	12	0	Cc1ccc(Oc2ccccc2NC(=O)C2=COCCO2)cc1
25	7	4	-22	i	-3	1	-4	-2	25	2	Cc1occc1C(=O)Nc1cccc(Cl)c1Cl
26	4	1	16	i	1	-1	2	-1	13	0	CN(C)/C=N/c1sc2c(c1C#N)CCCC2
27	-3	-1	15	i	1	-9	9	-2	-11	2	O=C1NCC(NC(=O)C(F)(F)F)c2cc3c(cc21)OCO3 (centres undefined)
28	5	2	6	i	-3	-2	-3	2	3	-1	CCOc1ccccc1NC(=O)CCS(=O)(=O)c1ccc(Br)cc1
29	5	1	44	i	-6	-2	-1	0	12	2	Cc1cccc(S(=O)(=O)C(C#N)c2nc3ccccc3nc2N2CC(C)OC(C)C2)c1 (centres undefined)
30	-11	0	4	i	11	-2	-3	2	-8	-1	COc1ccc(CCCc2nnc(SCC(=O)NN)o2)c(C)c1

# Quoted from above: nos. 26 to 30
entry	HSF1 inh	Platelet DG rel	AI-2 QS mod	PolyA inhibitor	HDAC3 inh	GSK3 alpha inh	DYRK1A inh	HSP90 refold inh	HSF1 activator	GSK3B inh	Compound
26	4	1	16	i	1	-1	2	-1	13	0	CN(C)/C=N/c1sc2c(c1C#N)CCCC2
27	-3	-1	15	i	1	-9	9	-2	-11	2	O=C1NCC(NC(=O)C(F)(F)F)c2cc3c(cc21)OCO3 (centres undefined)
28	5	2	6	i	-3	-2	-3	2	3	-1	CCOc1ccccc1NC(=O)CCS(=O)(=O)c1ccc(Br)cc1
29	5	1	44	i	-6	-2	-1	0	12	2	Cc1cccc(S(=O)(=O)C(C#N)c2nc3ccccc3nc2N2CC(C)OC(C)C2)c1 (centres undefined)
30	-11	0	4	i	11	-2	-3	2	-8	-1	COc1ccc(CCCc2nnc(SCC(=O)NN)o2)c(C)c1

# (further entries)
entry	HSF1 inh	Platelet DG rel	AI-2 QS mod	PolyA inhibitor	HDAC3 inh	GSK3 alpha inh	DYRK1A inh	HSP90 refold inh	HSF1 activator	GSK3B inh	Compound
31	-3	-1	3	i	-4	-1	-4	-6	-11	-2	Cc1cc(S(=O)(=O)N2CCOCC2)ccc1OCC(=O)NCCN1CCOCC1
32	-5	0	7	i	-1	-3	11	-1	4	-1	CC(=NCCCNC1CCCCC1)C1=C(O)CC(C)(C)CC1=O
33	-4	-3	26	i	-8	-2	-2	4	-22	3	O=C(Nc1cccc(NC(=O)c2cncc(Br)c2)c1)c1cncc(Br)c1
34	-6	4	3	i	1	3	20	0	6	-4	O=C1Nc2ccc([N+](=O)[O-])cc2C1(O)N1CCCCCC1 (centres undefined)
35	-5	3	10	i	-6	-1	2	-4	-4	3	CC1CN(CCCCSc2ccc(Cl)cc2)CC(C)O1 (centres undefined)
36	4	1	14	i	3	-3	.	0	11	-2	COc1ccc(C(=O)N2CCC(O)(c3ccc(Cl)cc3)CC2)cc1OC
37	6	-3	25	i	.	-2	8	-1	10	2	COc1ccc(N(C)C(=O)c2ccc3snnc3c2)cc1
38	-2	-4	-1	i	.	.	-2	-2	-5	1	Cc1cc(C)cc(NC(=O)c2cccc(N3C(=O)C4C5C=CC(C5)C4C3=O)c2)c1 (centres undefined)
39	4	0	47	i	3	-2	4	1	2	-2	O=C(CC(=O)c1cc(Cl)ccc1O)c1ccccc1
40	-2	13	11	i	-1	.	-2	1	-2	-3	O=C(CCN1C(=O)C2C3CCC(C3)C2C1=O)Nc1ccccc1C(F)(F)F (centres undefined)
41	1	8	-58	i	11	0	5	-3	0	0	Cc1nnc(SCC(=O)c2ccc([N+](=O)[O-])cc2)s1
42	1	4	6	i	-8	-2	-4	0	-10	0	O=C(NCC(=O)N(c1ccc(F)cc1)C(C(=O)NC1CCCC1)c1ccncc1)c1ccco1 (centres undefined)
43	-2	0	16	i	0	-1	1	.	-2	-1	CCOc1ccc(C(=O)NCC(=O)N2CC=C(c3ccccc3)CC2)cc1OCC
44	5	-4	16	i	6	0	-5	-2	-10	0	CN(C)c1ccc(C(=O)Nc2ccc(CN3CCS(=O)(=O)CC3)cc2)cc1
45	-1	6	13	i	2	-2	-4	10	8	1	O=C(COC(=O)Cn1cnc2ccccc21)Nc1cc(S(=O)(=O)N2CCOCC2)ccc1Cl
46	-1	-9	12	i	11	-4	-69	3	16	-1	Cc1ccccc1OC1C(=O)N(CC2CCCO2)C1c1ccc2c(c1)OCO2 (centres undefined)
47	16	-8	22	i	?	1	20	-3	15	4	O=C(c1cccs1)N(C(=O)c1cccs1)c1ccc(Br)cn1
48	-2	-1	10	i	7	1	9	.	-1	-2	CCC(C(=O)OCC(=O)Nc1ccc2[nH]c(=O)[nH]c2c1)c1ccccc1 (centres undefined)
49	-12	-3	21	i	8	-2	-3	-1	-30	-2	O=C(Nc1sc2c(c1-c1nc3ccccc3[nH]1)CCCC2)C1CCCC1

# An excerpt; the hit share may differ from the screen's.
